# High-throughput results deposited in PubChem BioAssay by Broad Institute.
# esBAF inh: SWI/SNF esBAF complex inhibition; hit rate 2% among 350,000; reporter increase, % at 12.5 µM; mouse ES cells, Bmi1-luciferase knock-in reporter, 24 h; 100% = twice the neutral-well signal; AID 602393; in the data active means activation above about 40%;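 further: 0% = median of the plate's neutral control wells and 100% = double that signal; a rise in the Bmi1 reporter signal indicates esBAF inhibition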
# F508del corr: correctors of CFTR F508del function in bronchial epithelial cells | activity (quench increase), % at 7.58 µM | hit rate 0.36% among 350,000 | CFBE cells, YFP halide quenching; stimulated with forskolin plus potentiator P3; % fluorescence drop versus neutral controls | AID 720511;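 active means mean added fluorescence quench of at least 8% versus neutral control, with both replicates also reaching 8%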;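 further: cells transiently co-express mutant CFTR-F508del with the halide-sensitive YFP; corrector assay measuring rescue of mutant channel to the surface after 24 h compound exposure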
# XiGFP reactiv: activators of X-chromosome reactivation in mouse fibroblasts; XiGFP mouse fibroblasts, % GFP-positive cells imaging, 3 d; cells co-treated with 5-aza-dC sensitizer; scaled so ellipticine positive control = 100%; activation, % at 7.58 µM; hit rate 0.055% among 360,000; AID 743238;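 active means mean normalized replicate activation at least 10% and every replicate at or above 10%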;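 further: 0% = median of on-plate neutral control wells and 100% = ellipticine 6 µM median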
#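 Assay system: SV40-immortalized XiGFP fibroblast cells, line 68-5-11; buffer or medium: DMEM plus 5-aza-dC sensitizer; compound: one concentration, pinned; timing: compounds 3 days, fix/stain 15 min at room temperature; benchmarks: positive control ellipticine, 6 µM final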
# RAD54 inh: inhibitors of human RAD54 branch migration. RAD54 Holliday junction branch migration, FAM/BHQ fluorescence. inhibition, % at 10.4 µM. hit rate 0.14% among 360,000. AID 602329;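 active means mean normalized replicate activity at least 40 and at least half of replicates scoring 40 or more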;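 further: 0% = median of neutral control wells and 100% = median of positive control wells; inhibitors cause a drop in the FAM fluorescence signal; in these data hits start at about 50%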
# RAD52 inh: blocks human RAD52 DNA annealing; P43351; recombinant RAD52 DNA annealing, FRET fluorescence; inhibition, % at 18.7 µM; hit rate 0.46% among 360,000; AID 651710;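 active means every replicate showing at least 50% inhibition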
# ERAP1 inh: inhibitors of human ERAP1 aminopeptidase; Q9NZ08; recombinant ERAP1, Leu-AMC fluorescence, 60 min; inhibition, % at 10.7 µM; hit rate 0.15% among 340,000; AID 652197;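 active means mean replicate inhibition of at least 30%, or all replicates individually reaching that 30% level; inactive means mean below 30% and not every replicate reaching it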;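 further: 0% = neutral control wells and 100% = L-leucinethiol positive control wells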
# Target sequence (Q9NZ08 whole entry, looked up): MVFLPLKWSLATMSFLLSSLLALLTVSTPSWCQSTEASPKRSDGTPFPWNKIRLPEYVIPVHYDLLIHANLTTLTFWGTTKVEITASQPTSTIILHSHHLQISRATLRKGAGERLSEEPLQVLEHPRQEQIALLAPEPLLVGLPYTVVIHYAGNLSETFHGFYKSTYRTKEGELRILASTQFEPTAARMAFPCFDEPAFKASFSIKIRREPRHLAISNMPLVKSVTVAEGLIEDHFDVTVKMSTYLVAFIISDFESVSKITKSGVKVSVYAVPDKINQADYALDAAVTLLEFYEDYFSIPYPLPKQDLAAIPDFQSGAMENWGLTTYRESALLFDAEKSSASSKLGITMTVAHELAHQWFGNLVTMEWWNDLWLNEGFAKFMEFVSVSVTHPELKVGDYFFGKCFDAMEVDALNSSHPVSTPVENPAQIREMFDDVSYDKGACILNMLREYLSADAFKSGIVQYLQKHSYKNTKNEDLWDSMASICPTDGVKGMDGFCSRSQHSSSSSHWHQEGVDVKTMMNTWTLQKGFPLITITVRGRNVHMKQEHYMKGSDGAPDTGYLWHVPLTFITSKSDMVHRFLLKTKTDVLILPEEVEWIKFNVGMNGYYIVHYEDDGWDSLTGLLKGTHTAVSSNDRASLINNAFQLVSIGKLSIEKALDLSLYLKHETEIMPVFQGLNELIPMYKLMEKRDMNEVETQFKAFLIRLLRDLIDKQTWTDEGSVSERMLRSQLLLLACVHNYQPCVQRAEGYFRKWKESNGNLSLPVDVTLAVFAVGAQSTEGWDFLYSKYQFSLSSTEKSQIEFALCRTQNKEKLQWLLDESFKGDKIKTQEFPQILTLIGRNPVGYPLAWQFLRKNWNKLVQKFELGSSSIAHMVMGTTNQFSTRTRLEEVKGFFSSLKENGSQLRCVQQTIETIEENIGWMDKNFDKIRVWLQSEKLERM
# ARNT-TACC3 inh: ARNT/TACC3 interaction disruption; AID 623870; inhibition, % at 9.99 µM; Q9Y6A5; hit rate 0.66% among 390,000; AlphaScreen His-ARNT PAS-B/GST-TACC3 binding, luminescence; TACC3 fragment carries E629A point mutation;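 active means mean inhibition of replicates at least 50% and at least half of replicates each reaching 50%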;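 further: 0% = complete ARNT plus TACC3 wells and 100% = ARNT alone without TACC3; many hits fall short of the cut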
# GSIS activator: primary screen for activators of insulin secretion dependent on glucose, INS-1E cells, GLuc reporter luminescence | INS-1E GLuc reporter insulin secretion, 2-3 h | AID 743287 | hit rate 0.61% among 370,000 | activation, % at 16.6 µM;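 active means lowest replicate activation of at least 40%, so every replicate reaches that level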;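 further: 0% = median of neutral control wells and 100% = median of IBMX positive control wells; some compounds called inactive have numbers as strong as hits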
# An asterisk follows results filed as active; . = not tested or not shown; & = joins results of further samples.
SMILES,esBAF inh,F508del corr,XiGFP reactiv,RAD54 inh,RAD52 inh,ERAP1 inh,ARNT-TACC3 inh,GSIS activator
CC1CCC(NS(=O)(=O)c2ccc(N3CCCC3=O)cc2)CC1 (stereo not given),0,-2.7,0.1,-1,-8,-3,-3,-19
O=C(NCCOc1ccccc1-c1ccccc1)c1ccco1,.,2.2,0.0,.,-9,-4,1,-1
C=CCNC(=S)NNC(=O)CC12CC3CC(CC(C3)C1)C2,.,1.6,0.0,9,-4,4,-1,-4
C[C@H](CO)N1C[C@H](C)[C@@H](CN(C)Cc2ccncc2)Oc2c(NC(=O)c3cnccn3)cccc2C1=O,1,2.1,0.1,-7,8,-1,-3,21
Cc1cc(C(=O)Nc2cccc3c2O[C@H](CN(C)Cc2ccc(Cl)c(Cl)c2)[C@@H](C)CN([C@@H](C)CO)C3=O)n(C)n1,-2,0.2,0.1,-5,-10,6,2,-23
Cc1cc(CN(C)C(=O)CC2C(=O)NCCN2Cc2ccc(F)c(F)c2)on1 (stereo not given),0,-2.1,0.7,-3,-22,-2,2,-11
Nc1ccc(C(=O)N/N=C\c2ccc(OC(=O)c3ccccc3Cl)cc2)cc1,13,0.8,0.0,-10,-25,2,-4,-12
Cc1ccc2nc(SCC(=O)Nc3cc(C)on3)nc(=O)n2c1,.,-3.4,-0.1,.,-2,-1,-2,23
O=C(Cc1ccsc1)N1CCN(S(=O)(=O)c2ccccc2F)CC1,-6,-1.5,-0.1,5,-11,-2,-2,9
C[C@H](CO)N1C[C@H](C)[C@H](CN(C)S(=O)(=O)c2ccc(Cl)cc2)Oc2c(NS(=O)(=O)c3ccc(Cl)cc3)cccc2C1=O,0,-3.8,0.2,3,-27,1,7,-7
O=C1C2C3C=CC(CC3)C2C(=O)N1c1ccccc1F (stereo not given),-1,-1.5,0.5,-4,-16,0,0,11
CC(C)(C)OC(=O)N1Cc2ccccc2C[C@H]1C(=O)O,-12,.,.,-10,.,.,5,10
CC(=O)c1cccc(NC(=O)CN2C(=O)NC(C)(C)C2=O)c1,-8,3.7,-0.3,4,-12,4,0,9
CCc1ccc(C(O)c2ncc(-c3ccccc3Cl)[nH]2)cc1 (stereo not given),12,-0.8,0.1,7,-7,-1,.,-15
C[C@H](CO)N1C[C@H](C)[C@@H](CN(C)Cc2cccc(F)c2)Oc2ncc(C#CCc3ccccc3)cc2C1=O,-6,3.1,-0.8,4,15,1,21,-27
C[C@@H]1CN([C@@H](C)CO)C(=O)Cc2cc(NS(=O)(=O)c3ccc(F)cc3)ccc2O[C@@H]1CN(C)Cc1ccccc1,-1,-0.2,-0.1,10,-15,1,.,-1
Nc1nc(N)c(N=O)c(Nc2cccc(Cl)c2)n1,.,1.4,-0.2,.,-21,3,.,41*
NS(=O)(=O)c1cccc(NC(=O)c2ccc(S(=O)(=O)N3CCCCCC3)cc2)c1,12,-0.2,0.2,-1,-4,2,-2,0
Cc1nc(NC(=O)c2ccc(Br)o2)ccc1Br,.,1.0,0.2,-4,-26,0,-2,-5
C[C@H](CO)N1C[C@H](C)[C@H](CN(C)C(=O)NC2CCCCC2)OCCCC[C@H](C)Oc2ccc(NC(=O)Nc3cccc4ccccc34)cc2C1=O,5,-1.1,0.1,11,6,0,12,16
C[C@@H]1CN([C@H](C)CO)C(=O)c2cc(NC(=O)Cc3cn(C)c4ccccc34)ccc2O[C@@H]1CN(C)Cc1ccccc1,0,0.5,0.0,2,2,-3,-9,-8
O=C(NCCCN1CCOCC1)c1cccc(S(=O)(=O)N2CCN(c3ccccc3)CC2)c1,.,-1.3,0.2,.,-5,-6,.,8
C[C@@H]1CN([C@H](C)CO)S(=O)(=O)c2ccc(C#CCN(C)C)cc2O[C@@H]1CN(C)Cc1ccncc1,2,-1.0,0.0,10,-6,1,7,12
CCC(C)c1ccc(NC(=S)Nc2ccc(OC)cc2)cc1 (stereo not given),.,.,0.0,-3,.,.,-3,-30
C[C@H](CO)N1C[C@H](C)[C@@H](CN(C)Cc2ccncc2)OCCCC[C@H](C)Oc2ccc(NC(=O)CCCN(C)C)cc2C1=O,-2&-3&-5,4.2&-3.0&3.1,-1.1&0.1,9&7&-3,-7&-8&-17,-2&0&19,-6&-7,21&8
Cc1cccc(CN2C(=O)c3ccccc3Sc3ccc(C(=O)NCCN4CCOCC4)cc32)c1,1,1.3,-0.1,.,-36,0,-4,-13
O=C(CSC1=NCCS1)N1N=C(c2cccs2)CC1c1ccc(F)cc1 (stereo not given),8,1.1,0.0,-2,-1,-4,.,0
O=C(C[C@H]1C(=O)N(c2ccc(Br)cc2)C[C@@H]1Cc1ccccc1)Nc1ccccc1,-4,3.9,0.3,-5,-10,1,.,-21
COC(=O)c1cccc(N2C(=O)C3C4C=CC(CC4)C3C2=O)c1 (stereo not given),-3,-0.2,0.2,-1,-4,1,-3,6
COc1ccc(C(C)(C)NC(=O)C2CCC(=O)N(C3CC3)C2)cc1OC (stereo not given),4,-0.9,0.3,9,-10,2,8,31
O=S(=O)(NCc1ccc2c(c1)OCO2)c1ccc(F)cc1,-2,2.0,-0.1,6,-5,0,-10,8
COc1ccc(OC)c(NC(=O)c2cccc3c2C(=O)N(C2CCCCC2)C3)c1,-2,0.8,0.0,4,-16,-4,0,-2
COCC#Cc1ccc2c(c1)O[C@@H](CN(C)Cc1ccc3c(c1)OCO3)[C@H](C)CN([C@H](C)CO)S2(=O)=O,15,-2.5,0.0,0,-19,-2,4,-10
Cc1ccc(OCCN2CCCC2)cc1,-2,-2.0,0.0,0,1,1,-16,8
CC(=O)Nc1ccc(NC(=O)C(C)OC(=O)CCSc2ccccc2Cl)cc1 (stereo not given),-6,1.7,0.1,6,-7,1,.,26
CC(C)CC#Cc1ccc2c(c1)O[C@H](CN(C)Cc1ccccn1)[C@H](C)CN([C@H](C)CO)S2(=O)=O,2,.,0.9,6,1,-3,-9,-26

# In a second layout: entries from further up.
COCC#Cc1ccc2c(c1)O[C@@H](CN(C)Cc1ccc3c(c1)OCO3)[C@H](C)CN([C@H](C)CO)S2(=O)=O
  esBAF inh: 15
  F508del corr: -2.5
  XiGFP reactiv: 0.0
  RAD54 inh: 0
  RAD52 inh: -19
  ERAP1 inh: -2
  ARNT-TACC3 inh: 4
  GSIS activator: -10
COC(=O)c1cccc(N2C(=O)C3C4C=CC(CC4)C3C2=O)c1 (stereo not given)
  esBAF inh: -3
  F508del corr: -0.2
  XiGFP reactiv: 0.2
  RAD54 inh: -1
  RAD52 inh: -4
  ERAP1 inh: 1
  ARNT-TACC3 inh: -3
  GSIS activator: 6

# (list continues)
SMILES,esBAF inh,F508del corr,XiGFP reactiv,RAD54 inh,RAD52 inh,ERAP1 inh,ARNT-TACC3 inh,GSIS activator
CCC(=O)N(C)C[C@@H]1Oc2ncc(C3=CCCC3)cc2C(=O)N([C@@H](C)CO)C[C@@H]1C,6,-2.8,-0.5,0,-1,1,-13,6
Cc1noc(/C=C/N(C)C)c1S(=O)(=O)N1CCCC(C(=O)N2CCc3ccccc32)C1 (stereo not given),-8,-2.5,0.7,-10,-22,4,-6,.
CC(=O)N1CCCCN2[C@H](CO)[C@@H](c3ccc(-c4ccc(F)cc4)cc3)[C@H]2C1,.,0.9,0.0,8,-7,0,-9,6
Cc1c(NC(=S)NC(=O)c2ccccc2Cl)c(=O)n(-c2ccccc2)n1C,1,0.7,0.0,7,-12,-3,-9,-8
Cc1c(C(=O)N2CCN(C)CC2)oc2ccc(Br)cc12,30,-0.8,0.2,6,-33,.,1,3
Cc1ccc2sc(C)[n+](CCO)c2c1,11,-2.3,0.3,-9,-5,-1,.,-12
O=C(CCn1c(=O)oc2ccccc21)Nc1ccc(C(=O)O)cc1,-1,3.1,0.1,3,-42,2,-5,16
Cc1c(Cl)c(C(=O)N2CCCCCC2)nn1C,-2,0.9,0.4,15,-10,-7,.,22
Nc1nc(SCC(=O)N2CCCCC2)[nH]c(=O)c1NC(=O)c1cccs1,.,-2.1,0.0,11,-19,3,-6,-2
CCC(=O)Nc1cc(C(=O)O)ccc1S(=O)(=O)c1ccc(C)cc1,-7,-1.8,0.0,-3,-31,1,-8,11
COCCN(Cc1cc2ccc(C)c(C)c2nc1Cl)C(=O)N1CCOCC1,.,1.8,0.3,.,-24,2,-10,8
COc1ccccc1NC(=O)N[C@@H]1C=C[C@H](CC(=O)N2CCC(Cc3ccccc3)CC2)O[C@H]1CO,6,-1.4,0.3,-4,1,2,-16,-11
NC(=O)c1c(N)[nH]c(C(=O)c2ccccc2)c1-c1ccc2ccccc2c1,.,-1.3,0.3,.,4,1,.,.
CC1(c2ccccc2)CC(C)(C)N(C(=O)C2CCCO2)c2ccccc21 (stereo not given),-1,-2.1,.,-1,-5,-1,5,.
O=c1[nH]c2ccccc2c(O)c1-[n+]1ccccc1,.,-0.5,-0.1,-4,-17,0,-1,-7
S=C1SCCCN1Cc1ccc(Cl)cc1,0,-1.1,0.1,-10,-11,-4,.,.
O=C(Nc1ccc2c(c1)[C@@H]1C[C@@H](CC(=O)N3CCc4ccccc4C3)O[C@@H](CO)[C@@H]1O2)C1CCC1,-3,-0.2,0.1,3,1,2,-4,-6
C/C(N)=C(/C#N)C(=O)COC(=O)c1cc(-c2ccc(Br)cc2)nc2ccccc12,.,-4.2,-0.2&0.2,.,-16&-35,1&0,1&-2,1
CCC(=O)N1C[C@@H](C)[C@H](OC)CN(C)C(=O)c2ccc(NC(=O)c3ccc(F)cc3)cc2OC[C@@H]1C,3,-0.2,0.2,-3,-5,0,-6,3
CCCCc1ccc(NC(=S)NCCN2CCOCC2)cc1,.,-1.2,0.0,.,9,-4,4,5
COCCn1c(SCC(=O)N2CCOCC2)nc2c(c1=O)SCC2,1,1.9,0.0,-7,-1,-2,-2,26
CCNC(=O)Nc1ccc2c(c1)C(=O)N(C)[C@H]1CC[C@H](CC(=O)NCC3CCCCC3)O[C@@H]1CO2,2,-1.0,0.2,-3,11,2,-11,7
O=C(NCCN1CCN(c2ccccc2F)CC1)C1CC(=O)N(C2CCCC2)C1 (stereo not given),2,0.7,.,4,-17,-2,-9,-9
O=C(NC(=S)Nc1ccc(S(=O)(=O)Nc2nccs2)cc1)c1ccc(F)cc1,.,-0.1,0.2,.,-20,-6,2,20
C=CCC[C@H](Cc1ccc(F)cc1)C(=O)OC[C@@H](Cc1c[nH]c2ccccc12)NC(=O)[C@@H](CC=C)CC(=O)NCCO,-1,4.4,-0.1,-4,1,-4,6,.
CCOc1ccccc1NC(=O)c1cc(SC)ccc1Cl,-7,1.7,-0.3,11,1,-3,-9,-5
CNC(=O)c1ccc(Nc2nnc(-c3ccc(O)cc3)c3ccccc23)cc1,5,.,-0.2,13,-15,-2,32,.
CN(C)CC#Cc1ccc([C@H]2[C@@H](CO)N3C(=O)CN(C(=O)c4cccnc4)C[C@H]23)cc1,.,-1.3,0.0,.,17,.,.,-2
CSc1ccccc1NC(=S)Nc1ccc(S(N)(=O)=O)cc1,.,1.6,0.0,.,-40,3,-5,6
CC(=O)N(CC1CCC1)C[C@H]1N[C@H](CO)[C@@H]1c1ccc(C2=CCCC2)cc1,-4,1.5,0.4,-1,3,.,7,-7
CCOc1cc(C(=O)OCC(=O)c2c(N)n(C)c(=O)n(C)c2=O)cc(OCC)c1OCC,-1,.,.,4,.,.,4,-17
C=CCN(c1ccccc1)S(=O)(=O)c1cccc(C(=O)NC2CCN(Cc3ccccc3)CC2)c1,-85,3.6,0.0,-11,5,0,2,-22
COc1cccc(S(=O)(=O)N2C[C@H](O)COC[C@@H]3O[C@H](CC(=O)N4CCN(C)CC4)CC[C@H]32)c1,3,-0.8,0.0,5,0,1,-11,4
Cc1c(Nc2ncccc2C(=O)O)cccc1C(F)(F)F,15,-4.3,0.0,-1,-1,0,-6,.
Cc1ncoc1C(=O)N1CCCC(C(=O)c2cccc(OC(C)C)c2)C1 (stereo not given),.,-0.4,0.0,.,-8,-2,.,8
